A549 tox: Nrf2 qHTS screen for inhibitors: counterscreen for cytotoxicity. A549 ARE-Fluc cells, CellTiter-Fluor viability, 18-24 h. Potency, µM (titrated, usually from 46 µM), inactives show at the highest dose activity change, negative = cytotoxicity, hits mostly inhibitors. 390,000 compounds, 0.16% hits. AID 504648, 2011; note: potency is the fitted concentration of half-maximal effect; % is set by controls: 0 for no effect and ±100 for the full control effect
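Cytotoxicity counterscreen: CellTiter-Fluor fluorescence was measured in A549 ARE_Fluc cells after 18-24 h of compound exposure in a concentration series. The subsequent BugLite luminescent read reports ARE-luciferase activity.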
Nrf2 activator: qHTS of Nrf2 Activators; AID 624171, 2012; 410,000 compounds, 0.31% hits; Potency, µM (series often up to 46.1 µM), inactives show at the highest dose activation, most hits filed as activators; AREc32 ARE-luciferase reporter (MCF7-derived line), luminescence, 24 h; note: potency is the fitted concentration of half-maximal effect; % of control where 0% means no effect; nearly all actives have a fitted effect of over 65% in size
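Quantitative high-throughput format: AREc32 reporter cells, 1000 per well, received compound by pin transfer and were incubated 24 hr at 37 deg C, 5% CO2, before Steady-Glo luminescence detection.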
S2 tox: Viability Counterscreen for Primary qHTS for Inhibitors of ATXN expression. S2 cells (HEK-293 line with an ATXN2-luciferase reporter) viability, CellTiter-Fluor protease fluorescence, 24 h. Potency, µM (series often up to 56.7 µM), usual class: cytotoxic. 400,000 compounds, 0.49% hits. AID 651635, 2014; note: potency is the fitted concentration of half-maximal effect; nearly all actives have a fitted effect of over 40% in size
HepG2 viability: qHTS for Inhibitors of TGF-b: Cytotox Counterscreen; Potency, µM (series often up to 46.1 µM), for inactives: at the highest dose activity change, negative = cytotoxicity, hits mostly cytotoxic; HepG2 CAGA-GFP viability, ATP luminescence, 18 h; AID 588856, 2011; 410,000 compounds, 0.76% hits; note: potency is the fitted concentration of half-maximal effect; some results filed as inactive show a strong effect at the top dose
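CellTiter-Glo luminescence gave cytotoxicity after 18 hours at 37 degrees C. The cells were HepG2 CAGA-GFP in 1% FBS DMEM, stimulated with 500 pg/mL TGF-beta after compound addition. %Activity was normalised to no-cell wells (complete cell-killing) and DMSO (no toxicity), and curves were fitted and classified.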
IL2 activator: qHTS of IL-2 Activators; IL-2 activation reporter assay, cell-based qHTS; stimulated with anti-CD3/CD4/CD28 beads; in transgenic mouse T cells; 360,000 compounds, 0.065% hits; activation, % (series mostly up to about 46 µM); in the data active = activation above about 50%; inconclusive = mostly about 30% to 49%; note: 0% is about no effect
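Using fluorescent plate cytometry, EGFP and DsRed are detected in transgenic mouse T cells stimulated 18 h at 37 degrees C with antibody-coated beads after 60 min compound pretreatment.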
ATXN2 expr inh: Primary qHTS for Inhibitors of ATXN expression. Potency, µM (highest dose often 57 µM), without a hit: at the top dose activity change, negative = inhibition, actives largely listed as inhibitors. 360,000 compounds, 0.72% hits. AID 1745845, 2022. HEK-293 ATXN2-luciferase reporter, luminescence, 24 h; note: potency is the fitted concentration of half-maximal effect; % is set by controls: 0 for no effect and ±100 for the full control effect; nearly all actives have a fitted effect of over 55% in size
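ATXN2-luciferase reporter cells (luciferase flanked by upstream and downstream ATXN2 gene portions) were treated 24 h at 37 °C with compounds at up to 57 uM. SteadyGlo luminescence gave expression; GF-AFC fluorescence gave viability.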
TGFb inhibitor: qHTS for Inhibitors of TGF-b | HepG2 CAGA-GFP TGF-b/SMAD3 reporter, GFP fluorescence, 18 h; TGF-beta stimulated, 500 pg/mL final | Potency, µM (highest dose often 46.1 µM), inactives show at the highest dose activity, negative = inhibition, usual class: inhibitors | 410,000 compounds, 1.2% hits; note: potency is the fitted concentration of half-maximal effect; % is set by controls: 0 for no effect and ±100 for the full control effect; nearly all actives have a fitted effect of over 65% in size
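HEPG2 CAGA-GFP reporter cells (1000/well, DMEM with 1% FBS) received compounds, then recombinant TGF-beta at 500 pg/mL final for 18 hours at 37 degrees C. Per-cell GFP summed per well was normalised to unstimulated and stimulated DMSO controls before curve fitting.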
EPAC2 agonist: qHTS for Agonist of cAMP-regulated guanine nucleotide exchange factor 4 (EPAC2): primary screen. Rap guanine nucleotide exchange factor 4 (Homo sapiens), Q8WZA2. EPAC2 activation, biochemical qHTS; response scale: 100% = 6.5 mM cAMP response. Potency, µM (highest dose often 154 µM), inactives show at the top dose activation, hits mostly activators. 360,000 compounds, 0.079% hits; note: potency is the fitted concentration of half-maximal effect; nearly all actives have a fitted effect of over 50% in size
Target sequence (Q8WZA2 whole entry, looked up): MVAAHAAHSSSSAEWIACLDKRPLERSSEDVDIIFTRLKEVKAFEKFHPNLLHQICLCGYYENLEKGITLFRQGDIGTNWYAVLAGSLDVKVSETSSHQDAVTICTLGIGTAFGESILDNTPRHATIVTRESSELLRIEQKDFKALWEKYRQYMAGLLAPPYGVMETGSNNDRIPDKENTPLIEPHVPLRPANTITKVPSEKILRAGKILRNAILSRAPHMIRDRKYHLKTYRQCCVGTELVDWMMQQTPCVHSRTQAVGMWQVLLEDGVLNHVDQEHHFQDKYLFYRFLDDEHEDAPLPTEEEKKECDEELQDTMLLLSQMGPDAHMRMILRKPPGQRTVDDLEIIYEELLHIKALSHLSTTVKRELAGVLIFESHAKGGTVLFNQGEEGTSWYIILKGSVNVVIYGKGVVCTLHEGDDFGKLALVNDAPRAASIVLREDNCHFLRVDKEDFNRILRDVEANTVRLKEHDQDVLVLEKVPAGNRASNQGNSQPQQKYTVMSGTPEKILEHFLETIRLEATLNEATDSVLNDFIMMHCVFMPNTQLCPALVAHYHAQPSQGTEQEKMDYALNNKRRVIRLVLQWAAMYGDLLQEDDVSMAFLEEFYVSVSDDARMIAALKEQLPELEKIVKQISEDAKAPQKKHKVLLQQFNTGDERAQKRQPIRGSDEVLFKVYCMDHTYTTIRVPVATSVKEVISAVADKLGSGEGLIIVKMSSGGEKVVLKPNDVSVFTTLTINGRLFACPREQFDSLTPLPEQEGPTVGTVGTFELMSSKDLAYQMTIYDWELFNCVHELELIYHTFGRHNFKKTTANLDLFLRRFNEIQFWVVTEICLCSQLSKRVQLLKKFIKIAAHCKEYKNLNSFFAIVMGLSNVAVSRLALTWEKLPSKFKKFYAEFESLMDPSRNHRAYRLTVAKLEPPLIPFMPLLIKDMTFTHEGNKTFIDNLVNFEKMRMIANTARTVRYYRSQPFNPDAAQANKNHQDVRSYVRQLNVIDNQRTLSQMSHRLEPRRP
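Nucleotide exchange monitored as fluorescence drop when BODIPY-GDP leaves Rap1B. Reaction: 100 nM EPAC2, 250 nM RAP1B-BODIPY-GDP, 50 uM GDP, room temperature, kinetic read over 30 min. Activity expressed relative to 6.5 mM cAMP.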
Nrf2 inh: Nrf2 qHTS screen for inhibitors | A549 ARE-Fluc reporter, luciferase luminescence, 18-24 h | Potency, µM (highest dose often 46 µM), for the others: top-dose activity change, negative = inhibition, most hits filed as inhibitors | 360,000 compounds, 2.1% hits; note: potency is the fitted concentration of half-maximal effect; % is set by controls: 0 for no effect and ±100 for the full control effect; nearly all actives have a fitted effect of over 60% in size
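Cells were seeded and rested 2 h, then exposed to compounds for 18-24 h. CellTiter-Fluor was read first as a viability measure. BugLite was added 15 min before the final luminescent read of ARE-luciferase activity in A549 cells.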
* = called active by the depositor; & = joins results of further samples; [ ] = another dose, or the depositor's remark. Unless noted, calls come from the whole dose curve; as a rule, active = well fitted curve in the direction sought with a large enough effect; inconclusive = small, poorly fitted or top-dose-only effect, or another doubt; inactive = no such curve, though single readings can be large; an effect the other way counts as inactive or inconclusive.

Results for CC(=O)N1CCc2c(sc(NC(=O)c3ccc([N+](=O)[O-])o3)c2C#N)C1 ?
A549 tox: 20.6µM*; Nrf2 activator: inconclusive; S2 tox: inconclusive; HepG2 viability: -30.8%; IL2 activator: 0.2; ATXN2 expr inh: -16.1%; TGFb inhibitor: 5.62µM*; EPAC2 agonist: 3.0%; Nrf2 inh: 25.9µM*

Results for Cc1nn(C)c(C)c1C(=O)NN ?
A549 tox: -2.0%; Nrf2 activator: 0.1%; S2 tox: inactive; HepG2 viability: -4.5%; IL2 activator: -0.1; ATXN2 expr inh: -11.3%; TGFb inhibitor: inconclusive; EPAC2 agonist: 3.1%; Nrf2 inh: -2.9%

What do the screens show for `O=C(COc1ccc(F)cc1)NCCc1nc2ccccc2[nH]1`?
A549 tox: 2.9%&-8.8%; Nrf2 activator: -0.2%; S2 tox: inactive; HepG2 viability: -42.6%; ATXN2 expr inh: -1.9%; TGFb inhibitor: 4.2%; Nrf2 inh: inconclusive

Results for O=C(Nc1cc(-c2nc3ncccc3o2)ccc1Cl)c1cccs1 ?
A549 tox: -8.3%; Nrf2 activator: 6.31µM*; S2 tox: inactive; HepG2 viability: -26.0%; IL2 activator: -1.1; ATXN2 expr inh: 5.2%; TGFb inhibitor: -7.1%; EPAC2 agonist: 3.6%; Nrf2 inh: -2.0%

Results for O=C(Cc1ccc(F)cc1)N[C@@H]1c2ccccc2CC[C@@H]1O ?
A549 tox: -2.5%; Nrf2 activator: 3.0%; S2 tox: inactive; HepG2 viability: 4.3%; IL2 activator: -0.7; ATXN2 expr inh: 4.2%; TGFb inhibitor: -8.6%; EPAC2 agonist: 10.5%; Nrf2 inh: 1.0%

Results for O=C(NC(=S)Nc1ccc(CN2CCOCC2)cc1)c1ccc([N+](=O)[O-])cc1Cl ?
A549 tox: 5.3%; Nrf2 activator: 4.1%; S2 tox: inactive; HepG2 viability: 2.3%; IL2 activator: -5.1; ATXN2 expr inh: -2.6%; TGFb inhibitor: 0.9%; EPAC2 agonist: 12.4%; Nrf2 inh: -8.7%

What do the screens show for `O=[N+]([O-])c1cc(S(=O)(=O)Oc2ccccc2)ccc1Cl`?
A549 tox: 3.7%; Nrf2 activator: -3.2%; S2 tox: inactive; HepG2 viability: 8.91µM*; IL2 activator: -4.7; ATXN2 expr inh: 11.2%; TGFb inhibitor: inconclusive; EPAC2 agonist: 11.0%; Nrf2 inh: 3.5%

What do the screens show for `CN1CCN(CCCNC(=O)c2cnn(-c3ccccc3)c2-n2cccc2)CC1`?
A549 tox: 5.3%; Nrf2 activator: -0.3%; S2 tox: inactive; HepG2 viability: -25.1%; ATXN2 expr inh: -5.3%; TGFb inhibitor: -14.8%; Nrf2 inh: 7.5%

How did CC/C(=N\NC(=S)NC(C)C)c1ccc(OC)c(OC)c1 do in these assays?
A549 tox: 9.2%; Nrf2 activator: 4.9%; S2 tox: inactive; HepG2 viability: -21.6%; IL2 activator: -0.7; ATXN2 expr inh: -11.6%; TGFb inhibitor: inconclusive; EPAC2 agonist: 6.3%; Nrf2 inh: -2.6%

What do the screens show for `Cc1c(C(=O)N/N=C/c2ccccc2)[nH]c2c([N+](=O)[O-])cccc12`?
A549 tox: 1.4%; Nrf2 activator: 2.3%; S2 tox: inactive; HepG2 viability: -0.1%; IL2 activator: -2.1; ATXN2 expr inh: inconclusive; TGFb inhibitor: 5.9%; EPAC2 agonist: -3.0%; Nrf2 inh: 10.2%

Results for CSc1n[nH]c2nc3c(c(=O)n12)C1(CCCC1)Cc1ccccc1-3 ?
A549 tox: -0.6%; Nrf2 activator: 2.5%; S2 tox: inactive; HepG2 viability: 6.1%; IL2 activator: 2.4; ATXN2 expr inh: 4.0%; TGFb inhibitor: 7.3%; EPAC2 agonist: 0.0%; Nrf2 inh: -8.6%

What do the screens show for `C#CC[N+]1(CC#Cc2ccccc2)CCCCC1`?
A549 tox: -2.9%; Nrf2 activator: -0.6%; S2 tox: inconclusive; HepG2 viability: -8.1%; IL2 activator: 0.1; ATXN2 expr inh: 4.7%; TGFb inhibitor: inconclusive; EPAC2 agonist: 1.4%; Nrf2 inh: -13.6%

Results for Cc1ccc(C2(CC(=O)N3CCCC3)CCOC(C(C)C)C2)cc1 (stereo not given) ?
A549 tox: -5.4%; Nrf2 activator: -1.0%; S2 tox: inactive; HepG2 viability: 2.8%; IL2 activator: -1.8; ATXN2 expr inh: -2.3%; TGFb inhibitor: -4.7%; EPAC2 agonist: -0.9%; Nrf2 inh: 1.0%

Results for Cc1ccc(S(=O)(=O)c2c(C)nn(-c3ccccc3)c2OC(=O)c2ccccc2F)cc1 ?
A549 tox: -5.3%; Nrf2 activator: -0.8%; S2 tox: inconclusive; HepG2 viability: 2.9%; ATXN2 expr inh: -18.2%; TGFb inhibitor: 15.8%; Nrf2 inh: -3.3%

Results for COc1cc(C(=O)N2CCC3(CC2)NCCc2[nH]cnc23)cc(OC)c1OC ?
A549 tox: 2.7%; Nrf2 activator: -0.9%; S2 tox: inactive; HepG2 viability: 1.0%; IL2 activator: -3.3; ATXN2 expr inh: 6.4%; TGFb inhibitor: -14.0%; EPAC2 agonist: 8.1%; Nrf2 inh: -1.2%

What do the screens show for `CC(=O)NC(Cc1cccc(F)c1)C(=O)NC1CCN(c2nnnn2-c2ccccc2)CC1` (stereo not given)?
A549 tox: 5.9%; Nrf2 activator: -0.3%; S2 tox: inactive; HepG2 viability: -17.8%; IL2 activator: 0.5; TGFb inhibitor: -21.4%; EPAC2 agonist: 0.1%; Nrf2 inh: 7.0%

What do the screens show for `COc1ccc(-c2cc(C(=O)N3CCCCCC3)c3ccccc3n2)c(OC)c1`?
A549 tox: -2.5%; Nrf2 activator: -0.2%; S2 tox: inactive; HepG2 viability: -6.6%; IL2 activator: -3.8; ATXN2 expr inh: -18.3%; TGFb inhibitor: -24.8%; EPAC2 agonist: 9.3%; Nrf2 inh: -3.4%

How did COc1ccccc1NS(=O)(=O)c1ccc(C(=O)N2CCCC(C)C2)cc1 (stereo not given) do in these assays?
A549 tox: -5.7%; Nrf2 activator: 0.0%; S2 tox: inconclusive; HepG2 viability: 0.1%; IL2 activator: 1.1; ATXN2 expr inh: -19.4%; TGFb inhibitor: -1.6%; EPAC2 agonist: 1.3%; Nrf2 inh: 7.7%

Results for O=C(Nc1ccc(S(=O)(=O)NC2=NCCCCC2)cc1)c1cccc(OC(F)F)c1 ?
Nrf2 activator: 0.1%; S2 tox: inactive; HepG2 viability: -47.7%; IL2 activator: -0.7; TGFb inhibitor: -14.6%; EPAC2 agonist: -2.6%

What do the screens show for `COC(=O)c1sc(-c2ccc(C(C)(C)C)cc2)cc1NC(=O)CCC(=O)O`?
A549 tox: -12.3%; Nrf2 activator: -2.3%; S2 tox: inconclusive; HepG2 viability: -22.0%; IL2 activator: 0.6; ATXN2 expr inh: 42.3%[activator]; TGFb inhibitor: -19.9%; EPAC2 agonist: -12.0%; Nrf2 inh: 12.6%

Results for COc1ccc(N2CCN(Cc3nnc(-c4ccccc4)o3)CC2)cc1 ?
A549 tox: 8.0%; Nrf2 activator: -0.9%; S2 tox: inactive; HepG2 viability: 10.0%; IL2 activator: 1.6; ATXN2 expr inh: 0.5%; TGFb inhibitor: -1.1%; EPAC2 agonist: 6.4%; Nrf2 inh: 15.1%

What do the screens show for `CCn1c(=S)sc2c(=O)n(CC(=O)Nc3ccccc3)c(C)nc21`?
A549 tox: -3.6%; Nrf2 activator: 0.2%; S2 tox: inactive; HepG2 viability: -13.1%; IL2 activator: -2.4; ATXN2 expr inh: -18.8%; TGFb inhibitor: -17.5%; EPAC2 agonist: -5.2%; Nrf2 inh: -23.4%

What do the screens show for `CCOC(=O)c1[nH]c(C)c(CCC(=O)N2CCN(c3cc(C)ccc3C)CC2)c1C`?
A549 tox: -1.7%; Nrf2 activator: -0.4%; S2 tox: inactive; HepG2 viability: -30.5%; ATXN2 expr inh: inconclusive; TGFb inhibitor: inconclusive

Results for O=c1c(Cl)c(Cl)cnn1Cc1ccccc1Cl ?
A549 tox: -2.7%; Nrf2 activator: inconclusive; S2 tox: 10µM*; HepG2 viability: -104.1%; IL2 activator: -4.1; ATXN2 expr inh: 8.91µM*; TGFb inhibitor: inconclusive; EPAC2 agonist: 2.6%; Nrf2 inh: 9.9%

What do the screens show for `CN(C(=O)COC(=O)c1n[nH]c2ccccc12)C1CCS(=O)(=O)C1` (stereo not given)?
A549 tox: -1.7%; Nrf2 activator: -0.4%; S2 tox: inactive; HepG2 viability: -9.1%; IL2 activator: -0.5; ATXN2 expr inh: 2.7%; TGFb inhibitor: 0.0%; EPAC2 agonist: -5.9%; Nrf2 inh: 2.7%

Results for CSc1cccc(NC(=O)N2CCN(c3cc(-c4noc(C)n4)ccc3C)CC2)c1 ?
A549 tox: -17.0%; Nrf2 activator: 1.2%; S2 tox: inactive; HepG2 viability: -13.9%; ATXN2 expr inh: -17.9%; TGFb inhibitor: -29.1%

Results for COc1ccc2cc(-c3[nH]ncc3CN3CCCC3c3nonc3C)ccc2c1 (stereo not given) ?
A549 tox: 2.4%; Nrf2 activator: 4.7%; S2 tox: inactive; HepG2 viability: -2.0%; IL2 activator: -0.6; TGFb inhibitor: inconclusive; EPAC2 agonist: 17.6%; Nrf2 inh: 5.9%

Screens as filed in PubChem BioAssay.
